KCC2 mod – KCC2 (human) Cl- transport modulation; KCC2 cells, thallium flux FluoZin-2 fluorescence; 190,000 compounds, 2.2% hits; Q9H2X9; AID 1456; B-score of Tl+ flux slope (higher = more flux/activation; lower = inhibition) at 10 µM;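 active = thallium flux slope and its plate-corrected score both differing from the plate sample mean at a set confidence after two filtering rounds, in either direction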;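 note: slope of fluorescence scaled to starting intensity during 10 to 20 s after thallium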
p97 ATPase inh – inhibitors of human p97 ATPase; 220,000 compounds, 0.42% hits; inhibition, % at 8 µM; recombinant p97 ATPase, Kinase-Glo ATP luminescence, 3 h; P55072; AID 1481; in the data active = inhibition above about 15%;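 note: 0% = DMSO vehicle and 100% = wells lacking enzyme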
FXIa inh 1536 – blocks human coagulation factor XIa protease activity; purified FXIa, Boc-Glu-Ala-Arg-AMC fluorogenic substrate; inhibition, % at 5 µM; 220,000 compounds, 0.14% hits;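 active = inhibition of at least 40%; inactive = inhibition below 40%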;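 note: fluorescence of freed AMC excited at 355 nm; 0% = enzyme without compound and 100% = no enzyme blank; many of its hits are not listed in these tables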
Wee1 degr inh – inhibitors of human Wee1 degradation | P30291 | HeLa Luc-Wee1K328M stability, luciferase luminescence; 100% = proteasome inhibitor MG132 effect | reporter increase, % at 5 µM | 220,000 compounds, 1.2% hits | AID 1321;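 active = activation above the mean of all tested compounds plus 3 SD, set per screening run, cut at about 8.8% in these data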;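 note: cells exposed to compound for 20 h before luminescence read; 0% = DMSO alone and 100% = MG132 at 30 µM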
PERK inh – human PERK inhibition, primary cell-based screen | AID 1416 | CHO PERK-DD fusion, SEAP luminescence translation reporter | 220,000 compounds, 0.17% hits | inhibition, % at 5.6 µM | Q9NZJ5;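 active = inhibition above the mean inhibition of all tested compounds plus 3 SD, set separately per screening campaign, cut at about 2.9% in these data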;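 note: PERK kinase domain activated by AP20187 dimerizer at 100 nM; 0% = DMSO with dimerizer and 100% = rapamycin at 8.4 µM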
Target sequence (Q9NZJ5 whole entry, looked up, the tested form may be a part): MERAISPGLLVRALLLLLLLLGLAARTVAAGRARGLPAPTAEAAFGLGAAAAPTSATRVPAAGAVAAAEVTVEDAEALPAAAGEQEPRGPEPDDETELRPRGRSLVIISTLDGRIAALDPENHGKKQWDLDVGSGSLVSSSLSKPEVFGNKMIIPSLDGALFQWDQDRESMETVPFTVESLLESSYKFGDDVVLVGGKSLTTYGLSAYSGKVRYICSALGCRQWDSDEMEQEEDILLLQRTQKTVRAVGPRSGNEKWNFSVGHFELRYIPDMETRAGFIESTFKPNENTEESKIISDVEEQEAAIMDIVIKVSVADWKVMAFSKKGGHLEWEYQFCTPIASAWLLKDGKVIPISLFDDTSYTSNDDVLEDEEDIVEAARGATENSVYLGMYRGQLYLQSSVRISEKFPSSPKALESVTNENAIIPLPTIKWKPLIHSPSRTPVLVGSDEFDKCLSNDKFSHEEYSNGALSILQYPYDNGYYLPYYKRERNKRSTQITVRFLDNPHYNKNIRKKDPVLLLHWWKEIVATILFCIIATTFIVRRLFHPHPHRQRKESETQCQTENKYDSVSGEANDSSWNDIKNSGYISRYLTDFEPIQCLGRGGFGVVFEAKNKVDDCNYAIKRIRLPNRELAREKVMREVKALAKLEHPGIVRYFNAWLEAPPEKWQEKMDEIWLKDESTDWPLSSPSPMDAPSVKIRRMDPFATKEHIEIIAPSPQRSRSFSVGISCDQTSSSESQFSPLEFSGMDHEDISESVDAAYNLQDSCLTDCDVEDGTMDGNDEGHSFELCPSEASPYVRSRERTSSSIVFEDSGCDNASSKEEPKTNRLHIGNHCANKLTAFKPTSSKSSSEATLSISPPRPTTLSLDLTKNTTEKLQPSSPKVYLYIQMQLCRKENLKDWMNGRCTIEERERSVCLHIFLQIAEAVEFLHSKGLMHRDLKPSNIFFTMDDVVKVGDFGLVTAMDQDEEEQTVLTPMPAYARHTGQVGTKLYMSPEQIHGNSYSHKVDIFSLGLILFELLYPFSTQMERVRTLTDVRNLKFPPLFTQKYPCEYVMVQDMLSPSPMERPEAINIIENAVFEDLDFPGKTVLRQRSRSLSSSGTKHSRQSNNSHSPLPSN
thrombin 1536 – thrombin (human) inhibition; alpha-thrombin, Boc-VPR-AMC fluorogenic substrate cleavage; inhibition, % at 5 µM; 220,000 compounds, 0.26% hits; AID 1046;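 active = inhibition at or above 40%; inactive = inhibition below 40%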;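 note: 0% = enzyme with no compound and 100% = wells without enzyme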
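Test system: human alpha-thrombin; medium: pH 7.5 Tris-saline with Tween 20; times: reaction at room temperature; signal: AMC fluorescence at 355 nm excitation and 460 nm emission; also added: Boc-VPR-AMC substrate, 15 µM final; dosing: one concentration per compound, 5 µM, with 0.2% DMSO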
hK5 inh – inhibitors of human kallikrein 5. inhibition, % at 5 µM. Q9Y337. AID 873. 210,000 compounds, 0.59% hits. recombinant hK5, fluorogenic AMC substrate cleavage;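 active = inhibition of 40% or more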;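 note: 0% = enzyme controls without compound and 100% = no-enzyme blanks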
Furin inh – inhibitors of human furin; 220,000 compounds, 0.061% hits; P09958; purified furin, fluorogenic substrate cleavage; AID 463115; inhibition, % at 30 µM; in the data active = inhibition above about 25%; note: inactives centre near -15
FXIIa inh – blocks human coagulation factor XIIa protease activity. 220,000 compounds, 0.3% hits. P00748. AID 800. purified FXIIa, Boc-QGR-AMC fluorogenic substrate, 2 h. inhibition, % at 5 µM; in the data active = inhibition above about 40%;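 note: 0% = enzyme with no compound and 100% = blank without enzyme; many of its hits are not listed in these tables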
An asterisk follows results filed as active; · = not tested or not shown; [ ] = dose if it differs, or a comment.

SMILES	KCC2 mod	p97 ATPase inh	FXIa inh 1536	Wee1 degr inh	PERK inh	thrombin 1536	hK5 inh	Furin inh	FXIIa inh
Clc1ccc(OCCn2cnc3ccccc32)c(Cl)c1	·	-1	2	0	-0.1	0	-4	-13[20 µM]	9
Cc1ccc(NC(=O)/C=C/c2cccc(C(F)(F)F)c2)cc1	-0.66	-1	8	3	0.7	7	-1	-19	4
CCOC(=O)c1cc(-c2ccccc2)n(CCC(=O)O)c1C	-0.66	-2	-3	-1	1.1	-5	-3	-7[20 µM]	3
O=c1c(Cl)c(Cl)cnn1Cc1nnc(-c2ccc(Cl)cc2)o1	-0.95	-1	-3	7	-0.9	-7	1	-9	4
Cc1ccc2c(C)c(C(=O)N(Cc3cccs3)C3CCS(=O)(=O)C3)oc2c1 (centres undefined)	-0.9	-4	-9	2	-1.4	-6	-23	-14[20 µM]	-8
O=c1c(OC2OC(CO)C(O)C(O)C2OC2OC(CO)C(O)C(O)C2O)c(-c2ccc(O)cc2)oc2cc(O)cc(O)c12 (centres undefined)	0.72	·	1	·	·	0	0	-11	5
Cc1ccc2c(c1)N(C(=O)CCC(=O)O)CCO2	0.27	5	6	3	0.4	-1	-11	-29	17
Cc1ccc(NS(=O)(=O)c2cc(C(N)=O)ccc2C)cc1	·	0	-11	-1	-0.4	3	-3	-19[20 µM]	15
N#CCc1cnc2ccccc2n1	0.86	7	1	-1	-0.3	-2	-2	-15	5
O=C(Nc1nnc(CCOCCOCCc2nnc(NC(=O)c3ccco3)s2)s1)c1ccco1	0.12	7	-5	5	0.6	-2	-16	-12[20 µM]	2
CCCCC#Cc1ccc(C(=O)NNC(=O)Nc2cc(Cl)cc(Cl)c2)o1	0.012	4	3	2	0.5	-1	-3	-14	9
CCOC(=O)c1sc2nc(N3CCOCC3)c3c(c2c1N)CC(C)(C)N(C)C3	·	2	-10	-1	-0.1	-6	-133	-15[20 µM]	-8
CC(C)(Oc1ccc(Cl)cc1)C(=O)NCCN1C(=O)S/C(=C/c2cccnc2)C1=O	-0.73	0	3	-1	-1.0	-2	-14	-15	14
COc1ccc(CCNC(=O)c2ccc(N(C)S(=O)(=O)c3ccc(C)cc3)cc2)cc1	0.26	-2	-7	-2	0.3	-16	-1	-18	2
Cc1cc(C(=O)c2ccc(Cl)cc2)c(NC(=O)CCl)s1	-0.36	5	-1	-1	-0.6	-1	0	-21	14
Cc1ccc(C(=O)CCCn2nnc(-c3cccnc3)n2)cc1C	-0.091	0	0	-2	-0.5	7	8	-15[20 µM]	12
c1ccc2c(-c3nc(-c4ccncc4)no3)cccc2c1	0.37	-5	0	1	1.4	7	39	-24[20 µM]	14
O=C(c1ccco1)[C@@H]1[C@@H]2C(=O)N(c3ccccc3)C(=O)[C@@H]2C2c3ccccc3C=CN21 (some centres undefined)	·	-5	·	6	0.2	·	·	-9	·
O=[N+]([O-])/C(C(Cl)=C(Cl)Cl)=C(\Sc1ccccc1)N1CCCCC1	-0.91	5	2	-1	-1.0	-1	8	-25	14
CC1CCc2nc(N)c(C#N)c(-c3cccnc3)c2C1 (centres undefined)	-0.6	26*	5	-1	-0.2	-6	-2	-14	13
O=C1CCCC(=O)C1C1c2ccccc2CCN1C(=O)CCl (centres undefined)	-0.14	2	-4	0	0.6	-4	0	-12	4
COc1ccc(S(=O)(=O)N(C)C)cc1NS(=O)(=O)c1ccc(F)c(F)c1F	-0.042	4	5	-1	0.9	4	-3	-31	16
COc1ccc(N2C(=O)Cc3c2nc(N)c(C#N)c3N)cc1	-0.34	3	1	-3	1.0	3	-4	-7	10
CCC(=O)N1CCN(c2ccc(Cl)cc2NC(=O)Cc2ccc(Cl)cc2)CC1	-1.4	-2	0	-3	-1.5	-2	-8	-9[20 µM]	13
CCOC(=O)c1sc(NC(=O)CSc2nnc(C(C)C)n2C)nc1C	-0.53	-4	3	-2	-0.3	-5	-13	-8[20 µM]	7
CCC(N)C12CC3CC(CC(O)(C3)C1)C2 (centres undefined)	-0.4	1	8	1	0.5	0	-11	-6[20 µM]	14
COCCNC(=S)N/N=C(\C)c1ccccc1O	0.88	5	7	-1	0.9	-3	-37	-15	11
O=C(CCN1CCN(c2ccccc2)CC1)N/N=C/c1ccc(O)c(O)c1O	0.24	10	1	-1	0.7	1	·	-5	7
O=C1N=C(N2CCCCC2)S/C1=C\c1cn[nH]c1-c1ccccc1	0.44	3	9	0	0.2	-5	-23	-14	8
Cc1nn(C(C)C(=O)NCC2CCCO2)c(C)c1[N+](=O)[O-] (centres undefined)	0.76	5	-5	-3	1.0	-1	0	-19	10
O=C1N/C(=C/c2ccc(Br)s2)C(=O)N1c1ccccc1	-0.9	2	-3	0	-0.1	-3	1	-17	4
CCC(=O)Oc1ccc(C(CC)C(CC)c2ccc(OC(=O)CC)cc2)cc1 (centres undefined)	11*	5	0	1	1.4	-3	-10	-11	10
CCOC(=O)CN(C(=O)CNC(=O)c1ccco1)C(C(=O)NC1CCCCC1)c1cccs1 (centres undefined)	0.99	4	-2	-1	0.3	-4	-15	-10[20 µM]	9
CN(c1ccc(C(=O)N2CCN(c3ccc(F)cc3)CC2)cc1)S(C)(=O)=O	·	3	5	2	0.1	1	-7	-31[20 µM]	13
Cc1ccc(Nc2nc(Oc3ccc(=O)[nH]n3)nc(N(C)C)n2)cc1	0.58	-3	-9	-1	0.2	-8	-23	-15[20 µM]	3
O=C1C2C3CCCC3=C3CCCC3C2C(=O)N1c1ccccc1 (centres undefined)	0.22	-6	2	-2	-0.1	-3	-1	-9	5
O=C(NCCCN1CCCC1=O)c1ccccc1NS(=O)(=O)c1ccc(F)cc1	0.39	-4	-2	-1	-0.1	2	-45	-17	13
COc1cccc(C=Nc2cc(C)on2)c1O	-1.2	-3	0	2	-0.1	-1	-13	-5	9
COc1ccccc1OCCC(=O)OCC(=O)Nc1ccc(S(=O)(=O)N2CCOCC2)cc1	-0.3	3	-5	0	0.8	-3	-6	-33	2
CCCCN(C(=O)/C=C/c1ccc(OCC(C)C)c(OCC)c1)c1c(N)n(CCC)c(=O)[nH]c1=O	0.84	3	-3	-3	0.4	-4	-11	-18	-1
CCOC(=O)C1CCN(c2ncnc3c2cnn3-c2ccc(OC)cc2)CC1	0.0069	-8	10	9.1*	0.5	13	18	-1	2
CSc1nc2ccc3nc(NC(=O)C4COc5ccccc5O4)sc3c2s1 (centres undefined)	0.079	1	6	-1	0.1	0	4	-12	14
Cc1cc(C)c(S(C)(=O)=O)c(N(C)N)n1	1.2	3	-1	4	0.6	-9	-1	-13	6
Clc1ccc(-c2nnc(CNC3CC3)o2)cc1	1	0	0	0	0.6	-5	-11	-25	9
CC(C)CCN1C(=O)CCC1(C)C(=O)NC1CCCCCC1 (centres undefined)	·	3	-2	2	0.4	-1	-15	-16	5
Cc1ccc(-n2c(O)c(C=NC3CCS(=O)(=O)C3)c3ccccc3c2=O)cc1C (centres undefined)	0.58	5	1	-1	-1.9	-4	-9	1[20 µM]	9
Cc1cc2nc(-c3ccc4c(c3)CCC4)ccn2n1	-0.096	-5	-3	-2	0.8	-9	·	-13	0
CCn1c(SCC(=O)O)nc2ccccc21	·	-3	-6	-3	0.6	-9	-2	-24	7
COc1ccc(NC(=O)CSc2nnc(C3CC3)n2N)cc1	·	6	2	1	1.3	3	9	-22	16
Cc1ccc(Sc2ccc(NC(=O)CCl)cc2)cc1C	-0.093	-4	6	4	1.5	3	-11	-5	10
Cc1nc2nc(NCc3cccs3)nn2c(C)c1Cl	-0.8	1	1	2	-0.7	0	5	-30[20 µM]	15
CCCc1nn(C)c(C(=O)Nc2ccc(Cl)cc2)c1Cl	-0.34	3	2	2	1.6	-10	-4	-19	13
COc1ccc(/C=C/C(=O)Nc2ccccc2)cc1S(=O)(=O)N1CCOCC1	·	2	2	-3	-0.7	-2	0	-8	6
Cc1nc2ccc(NC(=O)c3nn(CC(C)C)c(=O)c4ccccc34)cc2s1	-2.7	-13	13	2	-1.7	14	24	-7	23
CCC1(C)Cc2c(sc3nnn(CC(=O)Nc4ccccc4)c(=O)c23)CO1 (centres undefined)	-0.54	1	1	0	-0.5	6	-5	-13[20 µM]	12
O=S(=O)(c1ccc(F)c2ccccc12)N1CCCCC1	0.72	-9	-6	0	-1.3	-3	-7	6	-7
Nc1nnc(SCC(=O)OCC(=O)NC2CCCCC2)s1	-0.52	5	3	-3	-0.2	13	1	-16	11
COc1cc(NC(=O)CN2CCN(Cc3ccc4c(c3)OCO4)CC2)cc(OC)c1	-2	-1	0	2	-1.1	0	-18	-11[20 µM]	8

Among those listed so far, 12 have a Cl atom:
SMILES	KCC2 mod	p97 ATPase inh	FXIa inh 1536	Wee1 degr inh	PERK inh	thrombin 1536	hK5 inh	Furin inh	FXIIa inh
Clc1ccc(OCCn2cnc3ccccc32)c(Cl)c1	·	-1	2	0	-0.1	0	-4	-13[20 µM]	9
O=c1c(Cl)c(Cl)cnn1Cc1nnc(-c2ccc(Cl)cc2)o1	-0.95	-1	-3	7	-0.9	-7	1	-9	4
CCCCC#Cc1ccc(C(=O)NNC(=O)Nc2cc(Cl)cc(Cl)c2)o1	0.012	4	3	2	0.5	-1	-3	-14	9
CC(C)(Oc1ccc(Cl)cc1)C(=O)NCCN1C(=O)S/C(=C/c2cccnc2)C1=O	-0.73	0	3	-1	-1.0	-2	-14	-15	14
Cc1cc(C(=O)c2ccc(Cl)cc2)c(NC(=O)CCl)s1	-0.36	5	-1	-1	-0.6	-1	0	-21	14
O=[N+]([O-])/C(C(Cl)=C(Cl)Cl)=C(\Sc1ccccc1)N1CCCCC1	-0.91	5	2	-1	-1.0	-1	8	-25	14
O=C1CCCC(=O)C1C1c2ccccc2CCN1C(=O)CCl (centres undefined)	-0.14	2	-4	0	0.6	-4	0	-12	4
CCC(=O)N1CCN(c2ccc(Cl)cc2NC(=O)Cc2ccc(Cl)cc2)CC1	-1.4	-2	0	-3	-1.5	-2	-8	-9[20 µM]	13
Clc1ccc(-c2nnc(CNC3CC3)o2)cc1	1	0	0	0	0.6	-5	-11	-25	9
Cc1ccc(Sc2ccc(NC(=O)CCl)cc2)cc1C	-0.093	-4	6	4	1.5	3	-11	-5	10
Cc1nc2nc(NCc3cccs3)nn2c(C)c1Cl	-0.8	1	1	2	-0.7	0	5	-30[20 µM]	15
CCCc1nn(C)c(C(=O)Nc2ccc(Cl)cc2)c1Cl	-0.34	3	2	2	1.6	-10	-4	-19	13

Compounds as they come, and some 4.4% of all compounds hit somewhere here.
